# CaV13 ICDI inh: Disruptors of the CACNA1D IQ motif to Ca2+-dependent inactivation inhibitor domain association, primary screening, Förster resonance energy transfer in intact living …; HEK cells, CFP/YFP FRET ICDI-IQ, plate reader, 10 min; percent FRET-ratio fall versus neutral wells; inhibition, % at 12.3 µM; 0.098% of 340,000 active;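 active means mean replicate inhibition of at least 30% and at least 1% of replicates passing that level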;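 further: 0% = median of the neutral control wells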
# HIF-2a block: HIF-2a inhibition; 786-0 RCC cells HIF-2a reporter, luciferase luminescence, overnight; inhibition, % at 18.8 µM; 0.72% of 360,000 active; AID 624352;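 active means inhibition of the luminescence signal of 40% or more relative to plate controls, in a single-dose primary screen at 18.75 µM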
# PDI inh: blocks human protein disulfide isomerase activity; 0.052% of 350,000 active; inhibition, % at 10 µM; P07237; PDI insulin aggregation turbidity, A650, 90 min;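 active means mean inhibition across replicates of 30% or more, whatever share of single replicates reach that level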;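 further: absorbance from insulin aggregation driven by PDI reduction with DTT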
# Target sequence (P07237 whole entry, looked up): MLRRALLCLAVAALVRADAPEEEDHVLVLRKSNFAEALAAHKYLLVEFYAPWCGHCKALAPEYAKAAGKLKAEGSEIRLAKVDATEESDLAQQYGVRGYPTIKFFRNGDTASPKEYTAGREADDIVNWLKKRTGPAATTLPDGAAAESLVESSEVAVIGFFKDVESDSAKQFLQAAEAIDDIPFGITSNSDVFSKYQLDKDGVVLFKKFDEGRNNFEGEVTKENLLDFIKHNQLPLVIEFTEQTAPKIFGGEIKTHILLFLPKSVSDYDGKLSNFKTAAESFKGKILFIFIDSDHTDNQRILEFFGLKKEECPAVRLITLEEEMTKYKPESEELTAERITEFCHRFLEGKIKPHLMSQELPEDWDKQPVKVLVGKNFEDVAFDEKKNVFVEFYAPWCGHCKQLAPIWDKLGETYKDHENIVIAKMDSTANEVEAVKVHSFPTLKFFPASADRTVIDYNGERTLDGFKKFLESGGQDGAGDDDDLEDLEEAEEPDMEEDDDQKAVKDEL
# TRPM1 prom inh: inhibitors of MITF-driven TRPM1 promoter in melanoma cells. SK-MEL-5 TRPM1 promoter luciferase, 24 h. inhibition, % at 12.5 µM. 0.83% of 330,000 active;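 active means mean inhibition across replicates of 60% or more, whatever share of single replicates reaches that level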; further: values of inactives mirror those of a sister screen read the other way
# HTR2A ag: agonists of mouse serotonin 5-HT2A receptor (HTR2A). activation, % at 7.6 µM. CHO-K1 mHTR2A beta-arrestin complementation, luminescence; percent of 30 µM serotonin response. 0.66% of 360,000 active;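 active means activation above a run cutoff, the mean activation of all tested compounds plus 3 SD, cut at about 14% in these data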;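 further: 0% = plate median of compound wells and 100% = 30 µM serotonin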
# Target sequence (P35363 whole entry, looked up): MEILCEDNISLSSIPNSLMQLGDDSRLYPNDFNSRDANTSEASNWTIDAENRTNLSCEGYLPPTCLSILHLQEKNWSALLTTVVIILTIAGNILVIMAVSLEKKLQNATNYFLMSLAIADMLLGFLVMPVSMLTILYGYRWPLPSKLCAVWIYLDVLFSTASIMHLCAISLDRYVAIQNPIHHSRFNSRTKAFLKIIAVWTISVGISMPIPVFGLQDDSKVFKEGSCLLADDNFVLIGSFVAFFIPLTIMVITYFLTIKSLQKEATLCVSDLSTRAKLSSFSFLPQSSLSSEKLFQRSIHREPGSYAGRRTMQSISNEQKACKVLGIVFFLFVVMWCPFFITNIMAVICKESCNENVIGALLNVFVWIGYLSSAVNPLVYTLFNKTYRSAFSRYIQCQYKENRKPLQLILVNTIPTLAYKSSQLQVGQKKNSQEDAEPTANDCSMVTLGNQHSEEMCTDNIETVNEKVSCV
# Shn3 3UTR inh: inhibitors of Schnurri-3 3'UTR reporter in osteoblasts. Clone20 osteoblast Shn3 3'UTR firefly luciferase, 24 h. inhibition, % at 12.5 µM. 0.52% of 360,000 active. AID 588674;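 active means mean inhibition of at least 75% with every replicate also reaching 75%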;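 further: 0% = median of neutral control wells and 100% = pilot-screen positive control compound; some compounds past the cut are filed as inactive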
# Cardio protect: protects H9c2 cardiomyocytes from peroxide injury; H2O2 injury protection, ATPLite, 2 h; protection from H2O2 cell death, % at 20 µM; 0.63% of 360,000 active;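 active means compounds giving at least 50% protection of heart cells from peroxide-induced death in the single-dose screen, raw or plate-pattern-corrected value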;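 further: 0% = DMSO wells with peroxide and 100% = DMSO wells without peroxide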
# NR2E3 ag-1: activates human photoreceptor nuclear receptor NR2E3. inhibition of corepressor binding, % at 4.78 µM. GST-NR2E3/biotin-RetCOR TR-FRET, 1536-well. AID 2300. 0.12% of 320,000 active;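 active means percent inhibition above the cutoff of mean plus 3 SD of all tested compounds, set per screening campaign, cut at about 20% in these data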;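 further: 0% = DMSO wells and 100% = biotin wells as full block of FRET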
#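 Material – GST-tagged NR2E3 plus biotinylated RetCOR corepressor · Quantity – NR2E3 fusion 1.35 nM · Times – 5 h incubation at 4 °C · Medium – pH 7.5 Tris-based buffer · Technique – TR-FRET, Eu(K)-anti-GST donor, streptavidin-D2 acceptor, ex 340, em 617/671 nm · Benchmarks – high control biotin, low control 0.6% DMSO · Format – 1536-well plates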
# hiPSC survival: hiPSC single-cell survival enhancement; ATPlite luminescence; 100% = ROCK inhibitor wells, 0% = DMSO; survival enhancement, % at 20 µM; 0.044% of 360,000 active; in the data active means survival enhancement above about 18%;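 further: cells exposed to compounds for 16 hours before the ATP read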
# NR2E3 ag-2: human photoreceptor-specific nuclear receptor agonism | Q9Y5X4 | CHO-S Gal4-NCOR/VP16-NR2E3 two-hybrid, luciferase | inhibition of corepressor binding, % at 3.98 µM | 0.35% of 360,000 active | AID 602229;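 active means inhibition above the mean of all tested compounds plus 3 SD, cut at about 70% in these data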;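 further: 0% = DMSO with NR2E3 transfected cells and 100% = cells lacking NR2E3 construct; higher means lower luciferase signal from less NR2E3 corepressor binding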
# Peg3 prom inh: reduces Peg3 promoter-driven luciferase expression in HeLa; inhibition, % at 20 µM; 1.7% of 360,000 active; HeLa PEG-Prom luciferase reporter, luminescence, overnight;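 active means inhibition of at least 50% at 20 µM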
# * marks the source's active call; other numbers are inactive results; x = not tested or not shown.
SMILES,CaV13 ICDI inh,HIF-2a block,PDI inh,TRPM1 prom inh,HTR2A ag,Shn3 3UTR inh,Cardio protect,NR2E3 ag-1,hiPSC survival,NR2E3 ag-2,Peg3 prom inh
CC(=O)N1C(C)(C)CC(=NOC(=O)c2ccc(C)cc2)CC1(C)C,5,8,0,0,-1,-2,6,2,-0.3,-5,10
NC(c1ccccc1)c1csc(NC(=O)Nc2cccc(Cl)c2)n1 (stereo unspecified),-6,-28,5,x,-10,0,-7,x,-2.3,11,108*
COc1ccc(C(=O)Nc2cccnc2Cl)cc1OC,-5,-6,14,-6,-3,18,-1,0,-0.5,-24,-10
O=C(Nc1ccc(S(=O)(=O)NC2=NCCCCC2)cc1)c1cc(S(=O)(=O)N2CCOCC2)ccc1F,-5,16,-2,0,0,-13,-5,-3,-0.1,9,15
COc1ccc(-c2nc(CN3CCC(C(=O)NC4CCN(Cc5ccccc5)CC4)CC3)c(C)o2)cc1OC,-5,4,-1,25,-2,13,3,5,-0.5,-13,25
Cc1cc([N+](=O)[O-])ccc1NC(=O)c1ccco1,-6,10,2,-3,1,-23,1,0,3.2,-14,2
CC(C)(CSc1ncccn1)NS(=O)(=O)c1ccccc1,-2,9,-3,8,1,-63,-1,0,-1.0,-10,-3
CCCCN(C(=O)C1CC(=O)N(Cc2ccc(C)cc2)C1)c1c(N)n(CCCC)c(=O)[nH]c1=O (stereo unspecified),-5,6,-24,9,9,-17,1,-2,0.7,-4,-17
Cc1nn(-c2ccccc2)c(Cl)c1C(=O)Nc1c(C)n(C)n(-c2ccccc2)c1=O,x,-6,-1,10,-4,22,8,2,2.8,-5,4
Cc1ccc2nc(C)cc(N/N=C/c3ccc(F)cc3)c2c1,-2,-35,0,-6,0,-16,-12,-4,-0.7,-20,-4
O=C(c1ccc(Cl)cc1Cl)N1CCSCC1,-16,5,5,-10,-4,5,-7,2,-0.4,-23,3
Cc1ccc(S(=O)(=O)N(C)C)cc1NC(=O)CSc1ncc(C(F)(F)F)cc1Cl,-3,16,1,2,3,7,-10,-4,1.0,-14,15
CC(=O)CSc1ncnc2sc3c(c12)CCC3,-2,10,2,-2,2,1,4,1,-0.4,-4,12
CCc1ccc(NC(=O)c2cc(S(=O)(=O)N3CCCC3)c[nH]2)cc1,x,-1,-2,2,5,-2,-7,0,1.4,-18,26
O=C(CCN1CCCCC1)c1cccc(Cl)c1,-9,-4,-11,0,-1,-38,-1,x,-0.6,2,-7
Cc1ccc(NC(=O)c2cccc(S(=O)(=O)N3CCN(c4ccccc4)CC3)c2)nc1,-7,-52,-8,17,2,76,-8,-4,-0.2,-10,-27
Cc1cc(C)c(S(=O)(=O)Cc2ccccc2)c(OC(C)C)n1,-3,-8,3,11,-3,3,1,-1,0.3,-39,-2
COC(=O)C1=C(C)N(c2ccc(OC)cc2)C(=O)/C1=C\c1cccs1,-5,17,12,-12,-1,-28,-3,4,0.3,-4,-23
CC(C)(C)NC(=O)NC(=O)COC(=O)c1cccc(OC(F)F)c1,-3,-5,-1,-2,1,-29,-5,1,0.3,-19,9
CC1(C(=O)Nc2ccc3c(c2)OCCO3)CCC(=O)N1CC(F)(F)F (stereo unspecified),-4,0,x,x,-1,-7,6,x,2.6,-4,-13
O=[N+]([O-])c1ccc2ccn(C3OCC(O)C(O)C3O)c2c1 (stereo unspecified),4,19,-4,0,0,-1,-2,-2,3.8,-4,24
O=C(NCC1CCC(C(=O)O)CC1)OCc1ccccc1 (stereo unspecified),-5,10,-5,2,5,-7,0,3,-2.2,-8,2
COc1ccc(CN2CCC(n3nccc3NC(=O)c3ccc4c(c3)OCO4)CC2)cc1C,-2,4,-5,-6,-12,15,-6,-3,-0.3,-10,-25
COc1cccc(CC2(CO)CCCN(C(=O)c3cc[n+]([O-])cc3)C2)c1 (stereo unspecified),1,5,8,-7,-1,-6,6,2,0.7,-13,3
OCc1cn(-c2ccccc2)nc1-c1ccco1,-12,-157,-9,-34,-7,-54,-4,2,-1.3,-24,-119
SMILES,CaV13 ICDI inh,HIF-2a block,PDI inh,TRPM1 prom inh,HTR2A ag,Shn3 3UTR inh,Cardio protect,NR2E3 ag-1,hiPSC survival,NR2E3 ag-2,Peg3 prom inh
Cc1ccc(-n2c(=O)[nH]cc(C(=O)Nc3ccc4c(c3)OCCO4)c2=O)cc1,-3,6,7,3,2,-5,0,3,-3.2,10,5
COc1ccc([N+](=O)[O-])cc1NC(=O)CSc1ncccn1,-4,10,0,14,-5,15,19,3,-0.2,-17,21
C/C(=N\NC(=O)Cn1ccc(C(F)(F)F)n1)c1ccc(N2CCOCC2)cc1,-2,2,13,0,-4,-7,1,-3,0.4,-3,11
O=C(CN1CCN(S(=O)(=O)c2ccc(F)cc2)CC1)Nc1ccccc1F,0,3,-3,-12,0,12,10,1,-2.5,-4,-1
COc1ccccc1Sc1ccccc1/C=N/NC(N)=O,-7,9,4,3,-6,-1,4,0,2.4,-4,8
CC1(C)CC(=O)C2=C(C1)OC(N)=C(C#N)[C@@]21C(=O)N(CC(N)=O)c2ccccc21,-1,10,2,12,-2,11,-9,-3,3.3,25,15
CCC1Nc2ncnc(N3CCN(c4ccccn4)CC3)c2N(Cc2ccc(Br)cc2)C1=O (stereo unspecified),-5,34,11,3,-30,9,10,x,-3.8,0,24
Cc1nnc(SCCn2c(N3CCCCC3)nc3c2c(=O)n(C)c(=O)n3C)s1,-4,1,2,3,-4,3,12,2,7.0,-36,8
Cc1cccc(/C=N/NC(=O)c2ccncc2)n1,-3,15,3,8,2,-6,8,-2,0.3,16,7
Cc1ccc(S(=O)(=O)CCC(=O)Nc2cc(Cl)ccc2-n2cncn2)cc1,-4,10,-4,4,6,3,5,1,-0.4,-8,0
CCOc1ccc(NS(=O)(=O)c2ccc(C(=O)NNC(=O)c3ccccc3O)cc2)cc1,0,-2,6,12,-8,6,48,7,0.4,12,13
Cc1[nH]n(C(N)=S)c(=O)c1N=Nc1cccc(Cl)c1,-13,-111,8,-12,-1,-2,-1,1,-0.1,31,-293
Cc1cccc(N=C2NC(=O)/C(=C/c3cccnc3)S2)c1C,-5,16,4,12,-4,4,0,2,-0.8,5,12
Cc1cc(C)cc(NC(=O)[C@H](NC(=O)[C@@H]2Cc3ccccc3CN2)c2ccccc2)c1,x,-32,-9,18,-7,-1,2,-3,-0.3,-18,-18
O=C(O)CCc1nc2ccccc2c(=O)[nH]1,-16,7,9,-8,1,-10,0,1,-0.4,3,-7
Cc1ccc(-c2nc(NC(=O)CSc3ccc4ccccc4n3)ns2)cc1,-1,-123,x,-14,-3,-38,-23,-2,-2.4,-20,-89
CC(C)c1ccccc1NC(=S)N1CCN(S(=O)(=O)c2cccs2)CC1,2,9,-3,11,2,2,2,-5,1.4,-8,-3
O=C(COC(=O)C1CC(=O)N(Cc2ccco2)C1)c1ccc(OC(=O)c2ccco2)cc1 (stereo unspecified),-5,0,22,-13,-1,-7,7,-3,1.0,-13,-12
COc1cc2[nH]c3ccccc3c2cc1C,x,-30,x,-3,0,-21,-1,2,-2.2,-40,-21
Cc1ccc(S(=O)(=O)N2CCN(C(=O)CCn3nc(C)c(C)c3C)CC2)cc1C,-2,3,1,2,11,-1,-2,-1,1.0,27,10
O=C(CCl)Nc1cccc(-c2cnc3ccccc3n2)c1,-4,-27,12,73*,2,-262,-12,2,-3.2,-37,79*
COc1ccc(NC(=O)c2sc3nc(-c4cccnc4)ccc3c2N)cc1OC,-10,0,3,0,6,-11,1,3,-0.6,-13,-20
Cn1c(=O)oc2cc(S(=O)(=O)N3CCCC(C(=O)Nc4ccccn4)C3)ccc21 (stereo unspecified),-7,9,-3,14,2,1,0,3,-2.0,8,4
O=C(Nc1ccc2nc3n(c(=O)c2c1)CCCC3)c1cccc(F)c1,-3,-170,-4,-66,4,-46,1,-1,-0.3,-57,-124
COc1ccc(NC(=O)CN(C)S(=O)(=O)c2ccc3c(c2)n(C)c(=O)c(=O)n3C)cc1,-16,5,-5,3,7,17,1,-3,-0.5,-4,3
SMILES,CaV13 ICDI inh,HIF-2a block,PDI inh,TRPM1 prom inh,HTR2A ag,Shn3 3UTR inh,Cardio protect,NR2E3 ag-1,hiPSC survival,NR2E3 ag-2,Peg3 prom inh
CCc1cccc(CC)c1N(COC)C(=O)Cn1ccccc1=N,x,8,11,1,-4,3,-22,-1,-3.3,-12,-4
Cc1ccnc(SCC(=O)N2CCCc3ccccc32)n1,5,-11,2,-16,-3,10,-2,1,-0.2,-8,-9
CCCCCCCCCCCCS(=O)(=O)CCC(=O)O,4,23,8,-4,-3,1,1,2,1.9,-10,10
O=C(CN(Cc1ccco1)C(=O)CNS(=O)(=O)c1ccc(F)cc1)NCc1ccc(F)cc1,-6,28,11,-5,5,5,-2,-5,-0.9,-25,-1
COc1ccc(-c2onc(C)c2-c2cnn(-c3ccccc3)c2)c(O)c1C,-5,5,-1,-1,3,12,3,1,-1.1,0,15
CCCCOc1ccc(C(=O)NCC(=O)NCC(c2cccs2)N2CCOCC2)cc1 (stereo unspecified),-6,7,-8,7,4,32,-4,-2,0.4,12,6
CCCOc1ccc(/C=N/Nc2ccccc2[N+](=O)[O-])c(OCCC)c1,-5,-34,-4,13,0,7,-2,-1,1.2,-15,-14
O=C(c1ccc2ccccc2c1)N1CCN(c2ccc([N+](=O)[O-])c(N3CCOCC3)c2)CC1,-9,-16,0,9,-6,8,-1,1,-0.7,17,20
CCCCCC1=C(C(=O)OC)C(C(=O)OCC)N(S(=O)(=O)C(F)(F)F)c2ccccc21 (stereo unspecified),-6,10,-9,13,-2,-18,-7,x,1.5,14,13
O=C(CSc1nc2ncc(Cl)cc2[nH]1)c1ccc2c(c1)OCO2,-3,-44,-3,x,-1,6,8,-3,1.4,-2,-19
CCOc1ccc(/C=C\C(C)=N\O)cc1,-6,-201,3,-80,-2,-69,-16,0,-2.8,-100,-245
CC(C)Nc1nc(NC(C)C)nc(Nn2cnnc2)n1,-4,8,5,0,-5,-3,-5,-2,-0.6,2,5
Cc1cccc(C(=O)OCc2cnc(Cl)s2)c1,-5,-2,3,-7,5,-24,-9,0,-2.4,2,-7
CCOC(=O)C1CCCN(c2nc3ccccc3nc2C(C#N)C(=O)OC(C)COC)C1 (stereo unspecified),-19,12,7,-31,-6,-9,10,0,-1.1,-26,23
COc1ccc(C)cc1S(=O)(=O)Nc1ccncc1,-20,13,8,3,2,1,4,2,-0.2,-16,4

# Limited to HIF-2a block, NR2E3 ag-1 and HTR2A ag, for some of the entries so far:
SMILES | HIF-2a block | NR2E3 ag-1 | HTR2A ag
O=C(CN(Cc1ccco1)C(=O)CNS(=O)(=O)c1ccc(F)cc1)NCc1ccc(F)cc1 | 28 | -5 | 5
COc1ccc(-c2onc(C)c2-c2cnn(-c3ccccc3)c2)c(O)c1C | 5 | 1 | 3
